Screens (PubChem)
Caspase-7 inhib – allosteric or competitive inhibitors of human caspase-7; P55210; recombinant caspase-7, Ac-DEVD-AFC fluorescence rate; Potency, µM (titrated, usually from 57.5 µM), for inactives: at the highest dose activity change, negative = inhibition, most hits filed as inhibitors; 75,000 compounds, 0.02% hits; active means well fitted inhibition curve with a large enough effect in the main read-out, with a control signal flat, not every such curve was filed as active; inconclusive means small, poorly fitted or top-dose-only effect, or a change in a side signal; further: potency means the concentration at half of the fitted maximal effect; % of control where 0% means no effect
Target sequence (P55210 24-198 limits assumed): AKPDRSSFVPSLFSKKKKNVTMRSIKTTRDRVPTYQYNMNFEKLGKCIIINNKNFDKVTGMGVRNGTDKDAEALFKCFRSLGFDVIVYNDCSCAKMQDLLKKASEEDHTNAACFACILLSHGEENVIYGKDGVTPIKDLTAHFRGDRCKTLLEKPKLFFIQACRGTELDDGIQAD
Target sequence (P55210 207-303 limits assumed): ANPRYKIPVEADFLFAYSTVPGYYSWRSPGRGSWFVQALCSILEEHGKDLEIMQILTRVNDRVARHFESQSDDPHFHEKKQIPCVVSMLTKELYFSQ
BRCT PPI red – disrupts BRCA1 BRCT binding to phosphoprotein, red fluorophore readout. P38398. Potency, µM (series often up to 76.9 µM), for the others: at the highest dose activity change, negative = inhibition, most hits filed as inhibitors. 75,000 compounds, 0.03% hits. AID 892. BRCT-phosphopeptide binding, red fluorescence polarization; further: on the % scale 0 is the no-effect control and ±100 the full control effect
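Fluorescence polarization: 100 nM His-tagged BRCA1 BRCT with 100 nM TAMRA-labelled phospho-BACH1 decapeptide, phosphate buffer pH 7.3 with 150 mM NaCl, DTT, 0.01% Tween 20; 12 min RT. Binding inhibition seen as FP decrease.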
USP2a inh – blocks human ubiquitin-specific protease USP2a; USP2a enzymatic assay, qHTS inhibition; Potency, µM (series often up to 38.3 µM), for the others: at the top dose activity change, negative = inhibition, most hits filed as inhibitors; 60,000 compounds, 0.1% hits; AID 927;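 further: potency means the concentration at half of the fitted maximal effect; nearly all actives have a fitted effect of over 60% in size; plate controls were DMSO for no effect and NEM full inhibition control for full effect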
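USP2 core (20 nM final) was preincubated with compound for 30 min at RT in 20 mM Tris-HCl pH 8.0, 2 mM CaCl2, 2 mM beta-mercaptoethanol; Ub-PLA2 (20 nM) plus NBD C6-HPC (20 uM) then added, fluorescence read after 2.5 h.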
HEK293 cAMP cs – raises cAMP in parental HEK293 cells, TSHR agonist counter-screen. Potency, µM (titrated, usually from 57.1 µM), inactives show at the highest dose activation, hits mostly activators. parental HEK293 CNG cAMP sensor, membrane potential fluorescence. 73,000 compounds, 2.5% hits; further: potency means the concentration at half of the fitted maximal effect; % of control where 0% means no effect; nearly all actives have a fitted effect of over 55% in size
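Parental HEK 293 cells stably expressing a cAMP-gated CNG channel were loaded with membrane potential dye containing 100 uM RO 20-1724 for 60 min. Compound added for 30 min; depolarization read as fluorescence intensity at 590 nm.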
Fluorescein fluor – fluorescein region autofluorescence; AID 593; Compound autofluorescence, 480/540 nm, fluorescein-equivalent; stronger effect = higher value; max fluorescein-equivalent concentration, M; 59,000 compounds, 0.91% hits; in the data active means max fluorescein-equivalent concentration above about 10 nM; inconclusive means between about 1.1 nM and that limit
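Compounds (23 nL) in 100 mM Tris pH 8.0, 15 min at room temperature, then fluorescence read at 480 nm excitation/540 nm emission. Signal converted to fluorescein-equivalent concentration from an on-plate fluorescein standard curve.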
A350 autofl – compound fluoresces in the Alexa 350 spectral region; Compound autofluorescence, 340/450 nm, Alexa 350 dye-equivalents; stronger effect = higher value; max dye-equivalent concentration, M; 59,000 compounds, 11% hits; AID 590; in the data active means max dye-equivalent concentration above about 10 nM; inconclusive means mostly about 1.1 nM to 9.6 nM
BRCT inh green – inhibitors of human BRCA1 BRCT-phosphoprotein interaction (green fluorophore); P38398; Potency, µM (doses to about 76.9 µM), for inactives: at the top dose activity change, negative = inhibition, hits mostly inhibitors; 75,000 compounds, 0.05% hits; BRCA1 BRCT-phosphopeptide binding, green fluorescence polarization;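 further: potency means the concentration at half of the fitted maximal effect; plate controls were peptide without protein for full effect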
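Fluorescence polarization: His-tagged BRCT (~35 kDa BRCA1 C-terminus, 250 nM) bound to 100 nM fluorescein-labeled phosphorylated 10-aa BACH1 peptide, pH 7.3 phosphate buffer with DTT and Tween 20. Compounds incubated 12 min at room temperature; inhibition read as lowered polarization.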
Rhodamine fluor – compound autofluorescence in rhodamine spectral region; Rhodamine-region fluorescence, 547/598 nm, Tris buffer; stronger effect = higher value; max dye-equivalent concentration, M; 59,000 compounds, 0.05% hits; AID 594; in the data active means max dye-equivalent concentration above about 11 nM; inconclusive means between about 1.1 nM and that limit
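A six-point rhodamine series on each plate calibrates the signal. Compounds sit in 100 mM Tris (pH 8.0) for 15 min at ambient temperature before imaging through 547 nm/598 nm filters.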
4-MU autofl – compound fluoresces in the 4-MU spectral region | compound autofluorescence, 340/450 nm, 4-MU equivalents; stronger effect = higher value | max dye-equivalent concentration, M | 59,000 compounds, 11% hits; in the data active means max dye-equivalent concentration above about 10 nM; inconclusive means mostly about 1.1 nM to 9.6 nM
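Intrinsic fluorescence at 340/450 nm (ex/em) was read after 15 min at room temperature in pH 8.0, 100 mM Tris. Each compound concentration expressed as 4-MU-equivalent concentration from a six-point 4-MU standard series on each plate.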
Casp1 inh – caspase-1 (human) inhibition, allosteric or competitive; P29466; Caspase-1 enzyme, Ac-WEHD-AFC fluorogenic rate; Potency, µM (titrated, usually from 57.5 µM), inactives show top-dose activity change, negative = inhibition, actives largely listed as inhibitors; 75,000 compounds, 0.03% hits; AID 900;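 further: potency means the concentration at half of the fitted maximal effect; plate controls were vehicle for no effect and no substrate for full effect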
Target sequence (P29466 120-297 limits assumed): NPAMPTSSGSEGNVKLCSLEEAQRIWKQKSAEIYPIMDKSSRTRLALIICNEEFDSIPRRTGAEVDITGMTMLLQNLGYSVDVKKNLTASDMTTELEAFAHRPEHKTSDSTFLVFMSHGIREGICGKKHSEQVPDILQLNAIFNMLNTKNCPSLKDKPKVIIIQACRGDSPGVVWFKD
Target sequence (P29466 317-404 limits assumed): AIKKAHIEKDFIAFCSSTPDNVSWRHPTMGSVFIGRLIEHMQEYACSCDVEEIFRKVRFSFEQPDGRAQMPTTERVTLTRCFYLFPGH
TexasRed autofl – compounds fluorescent in Texas Red spectral region. Compound fluorescence, Texas Red channel, 547/618 nm; stronger effect = higher value. max dye-equivalent concentration, M. 59,000 compounds, 0.06% hits. AID 587; in the data active means max dye-equivalent concentration above about 10 nM; inconclusive means between about 1.1 nM and that limit
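Spectral interference profiling: each compound concentration's relative fluorescence, read with a 547 nm excitation and 618 nm emission filter pair, was normalized to a per-plate Texas Red standard curve.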
The depositor's hits bear a star; i = inactive; ? = inconclusive; / = no result given; [ ] = remark or other dose. Unless noted, the call rests on the fitted dose curve; in most records, active means well fitted curve in the direction sought with a large enough effect; inconclusive means small, poorly fitted or top-dose-only effect, or another doubt; inactive means no such curve, though single readings can be large; an effect the other way counts as inactive or inconclusive. Some of the compounds tested, so the mix of outcomes need not match the whole.

Values in the order: Caspase-7 inhib | BRCT PPI red | USP2a inh | HEK293 cAMP cs | Fluorescein fluor | A350 autofl | BRCT inh green | Rhodamine fluor | 4-MU autofl | Casp1 inh | TexasRed autofl
- COc1ccc(C(=O)N2CCC3(CCN(C(=O)Nc4cccc(C#N)c4)CC3)CC2)cc1
    -2.3% | -1.4% | 154.1%[activator] | -5.4% | i | i | 0.3% | i | i | -3.6% | i
- Nn1c(SC/C=C/c2ccccc2)nnc1-c1cccnc1
    -4.1% | 0.2% | 0.5% | 18.2% | i | i | 0.5% | i | i | -3.8% | i
- CN(Cc1cc2ccccc2[nH]c1=O)S(=O)(=O)c1ccccc1
    -1.6% | 1.4% | 9.8% | 2.6% | i | i | 0.7% | i | i | -0.8% | i
- Cc1nc(=O)c(-c2ccccc2)c(C)n1-c1cccc(C(=O)O)c1
    -3.1% | -0.6% | -2.4% | ? | i | i | -0.8% | i | i | 3.2% | i
- COCCNC(=O)C(c1cccs1)N(C(=O)Cn1nnc2ccccc21)c1cccc(C)c1 (stereo unspecified)
    -1.3% | -0.6% | 7.6% | -3.3% | i | ? | 0.1% | i | i | -2.6% | i
- CC(=O)[C@H]1[C@H](C#N)C[C@H]2[C@@H]3CC=C4C[C@@H](O)CC[C@]4(C)[C@H]3CC[C@@]21C
    / | / | / | / | i | i | / | i | i | / | i
- CCCCNS(=O)(=O)c1ccc2nc(SCC(=O)c3ccc(C#N)cc3)[nH]c2c1
    -10.0% | -2.0% | 31.6%[activator] | 6.3% | i | i | -1.8% | i | i | -9.7% | ?
- CCSc1nc2ccccc2n1S(=O)(=O)c1ccccc1
    -0.8% | -0.1% | / | 1.1% | / | / | -1.8% | / | / | 1.0% | /
- COc1ccc(N2C(=O)CC(NC34CC5CC(CC(C5)C3)C4)C2=O)c(OC)c1 (stereo unspecified)
    -0.2% | -0.1% | 10.1% | 5.1% | ? | i | -1.5% | i | i | -0.6% | i
- CCN(CC)S(=O)(=O)N1CCC(C(=O)NCC2COc3ccccc3O2)CC1 (stereo unspecified)
    -0.1% | 0.6% | 13.4% | 8.0% | i | ? | -1.6% | i | ? | -1.4% | i
- CNC(=O)NC1CCCCc2sccc21 (stereo unspecified)
    -0.2% | 0.9% | -5.2% | 8.8% | / | / | -1.2% | / | / | -0.9% | /
- O=C(C1CCCN(S(=O)(=O)c2cccnc2)C1)N1CCN(c2ccccn2)CC1 (stereo unspecified)
    -1.4% | 1.3% | / | -2.6% | / | / | -3.9% | / | / | 0.3% | /
- COc1cc(Br)cc(CN2CCN(C/C=C/c3ccccc3)CC2)c1O
    -4.5% | -0.3% | 19.9% | 12.0% | i | i | 0.1% | i | i | -1.5% | i
- CSc1ccccc1NC(=O)c1ccncc1
    1.8% | -0.7% | -0.3% | -0.3% | i | i | 0.9% | i | i | 1.7% | i
- Cc1ccc(-c2nc(C#N)c(NCCN3CCCCC3)o2)cc1
    0.2% | 0.3% | 13.2% | -7.1% | / | / | 0.1% | / | / | -0.9% | /
- Cn1c(=O)c2[nH]c(CCCCc3nc4c([nH]3)c(=O)n(C)c(=S)n4C)nc2n(C)c1=S
    -1.7%[11.5 µM] | 1.7%[15.4 µM] | / | -19.0%[11.4 µM] | ? | i | 0.2%[15.4 µM] | i | i | -1.0%[11.5 µM] | ?
- CC(C)c1ccc(N2C(=O)[C@@H]3Cc4ccccc4CN3C2=O)cc1
    0.6% | -0.3% | 0.6% | 8.9% | ? | i | -1.6% | i | i | 2.5% | i
- Cc1nnc(SCCn2c(N3CCC(C)CC3)nc3c2c(=O)n(C)c(=O)n3C)s1
    -2.3% | -1.7% | 5.1% | 26.8% | ? | ? | -4.1% | i | i | 0.1% | i
- O=C(CSc1nnc(-c2ccccc2)n1-c1ccccc1)NCc1ccco1
    -0.7% | 1.5% | -3.0% | 27.2% | / | / | -1.4% | / | / | -1.8% | /
- CC1CCCC(C)N1C(=O)CN1C(=O)C(C)(C)Oc2ccc(C(=O)NC3CCCC3)cc21 (stereo unspecified)
    1.1% | 0.6% | 14.0% | 18.2% | i | i | 0.3% | i | i | 0.5% | i
- CC(=O)C1=C(C)Nc2ncnn2C1c1ccccc1OCc1ccccc1 (stereo unspecified)
    0.0% | -1.7% | 6.3% | 0.0% | i | i | 0.3% | i | i | -0.9% | i
- CCOC(=O)c1[nH]c2cc3c(cc2c1NC(=O)CN1CC(C)CC(C)C1)OCO3 (stereo unspecified)
    / | / | / | / | i | 1.38e-08M* | / | i | 1.15e-08M* | / | i
- COC(=O)c1ccccc1N(C)C(=O)C12CCC(C)(C(=O)O1)C2(C)C (stereo unspecified)
    0.6% | 0.5% | 6.7% | 8.2% | ? | i | 0.1% | i | i | 3.3% | ?
- Clc1ccc(-n2ncc3c(NCc4cccs4)ncnc32)cc1
    / | / | / | / | i | i | / | i | i | / | i
- O=C(Nc1c(F)cc(F)cc1Br)c1ccco1
    -9.7% | -1.6% | 14.7% | 0.9% | i | i | -0.3% | i | i | -1.3% | i
- Cc1nn(-c2cc(Cl)ccc2N)c(=O)c2ccccc12
    -1.1% | -0.7% | -5.5% | 3.4% | / | / | -0.8% | / | / | -2.3% | /
- COCCNc1nnc(SCC(=O)N2CCN(S(=O)(=O)c3ccccc3)CC2)s1
    -1.2% | 0.9% | 6.8% | 0.2% | ? | i | -0.9% | i | i | 3.8% | ?
- Cc1ccc(N2C(=O)CSC23C(=O)Nc2ccccc23)cc1 (stereo unspecified)
    -0.1% | -2.0% | -2.9% | -0.5% | i | i | -4.4% | i | i | -0.8% | i
- CC(=O)OC1(C(F)(F)F)Oc2ccccc2NC1=O (stereo unspecified)
    -1.9% | -0.1% | / | -10.3% | / | / | -4.6% | / | / | 2.1% | /
- O=C(NCCCN1CCOCC1)c1c(O)c2ccccc2[nH]c1=O
    0.9% | 0.7% | 2.9% | 3.7% | i | i | 0.4% | i | i | 0.8% | i
- Cn1c(OCc2ccc3c(c2)OCO3)nc2c1c(=O)n(Cc1cccc(Cl)c1)c(=O)n2C
    / | / | / | / | ? | i | / | i | i | / | i
- O=c1nc2c(-c3ccccc3F)n[nH]n2c2ccccc12
    -4.5% | -0.4% | 0.8% | 9.0% | ? | 5.37e-08M* | -0.9% | i | 5.81e-08M* | -5.5% | i
- COc1ccc(-n2ncc3c(NCc4ccc5c(c4)OCO5)ncnc32)cc1
    -0.8% | -1.0% | / | 20.9% | / | / | -1.5% | / | / | -4.4% | /
- CCCOc1ccc(N2C(=O)CC(N3CCC(c4nncn4CC)CC3)C2=O)cc1 (stereo unspecified)
    -2.5% | 0.2% | 22.4% | -3.0% | ? | i | -1.6% | i | i | 0.1% | ?
- CCOc1ccc(NC(=O)CC2CC(C)(C)OC2=O)cc1 (stereo unspecified)
    0.2% | 1.1% | 5.0% | -2.7% | i | ? | 0.2% | i | ? | -1.6% | i
- COc1ccc(NC(=O)C2CCCN2C(=O)NCc2ccccc2)c(OC)c1 (stereo unspecified)
    -0.3% | -1.5% | -8.4% | 4.1% | i | i | -0.6% | i | i | 1.2% | i
- COc1ccc(Cl)cc1NC(=O)c1cccnc1
    -1.0% | -1.8% | 1.1% | 7.6% | / | / | -1.1% | / | / | -3.8% | /
- O=C(CN(C1CCCCC1)S(=O)(=O)c1ccc(F)cc1)NC1CC1
    -0.1% | 0.7% | 4.2%[7.66 µM] | 9.1%[11.4 µM] | / | / | 0.2% | / | / | -2.3% | /
- O=C(O)C1C(c2ccccc2)C(C(=O)OCCCO)C1c1ccccc1 (stereo unspecified)
    -1.1% | 1.2% | -2.3% | -4.1% | i | i | -2.2% | i | i | 0.6% | ?
- COc1ccc2c(c1)c(CC(=O)O)c(C)n2C(=O)c1ccccc1
    1.4% | 2.5% | 0.3% | ? | ? | i | -2.0% | i | i | 1.2% | i
- CCn1cc(Br)c(C(=O)N(C)Cc2ccccc2)n1
    -3.1% | -0.1% | 3.5% | 7.5% | ? | i | -2.0% | i | i | -4.4% | i
- CC(C)N(Cc1ccccc1)S(=O)(=O)N(C)C
    0.2% | -0.4% | 1.3% | ? | i | i | 0.4% | i | i | -1.1% | i
- CCOc1ccc(N2C(=O)NC(Cc3c[nH]c4ccccc34)C2=O)cc1 (stereo unspecified)
    -0.4% | 0.6% | 4.6% | -15.3% | i | i | -0.1% | i | i | -0.7% | i
- COc1ccc(N/C(=N\c2nc(C)cc(C)n2)NC(C)=O)cc1OC
    1.0% | 2.1% | 7.3% | ? | i | ? | -0.7% | i | i | -0.7% | i
- NC(CO)C(=O)NNCc1ccc(O)c(O)c1O (stereo unspecified)
    -1.0% | -0.8% | -7.7% | / | ? | i | -0.1%[3.08 µM] | i | i | -0.3% | i
- Cn1c(C(=O)NCC2CCCO2)cc2c(=O)n(C)c3ccccc3c21 (stereo unspecified)
    -1.8% | -6.1% | / | -11.0% | / | / | 5.3% | / | / | 0.5% | /
- COc1cc(OC)c(C2CC(=O)N3CN(c4ccc(C)cc4)CSC3=C2C#N)cc1OC (stereo unspecified)
    -11.5% | -0.2% | 18.2% | 8.1% | i | i | -1.0% | i | i | -13.7% | i
